Screening data (PubChem)
G9a block: inhibitors of human histone lysine methyltransferase G9a; Q96KQ7; Potency, µM (top dose mostly 102 µM), inactives show top-dose activity, negative = inhibition, actives largely listed as inhibitors; AID 504332; G9a H3K9 monomethylation, AlphaScreen, 2 h; 350,000 compounds, 8.8% hits; also: potency is read from the fitted curve at half-maximal effect; % is scaled to controls: 0 for no effect and ±100 for the full control effect; nearly all actives have a fitted effect of over 75% in size
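G9a (20 nM) was preincubated 15 min with compound, then reacted 2 h at room temperature with 500 nM biotin-H3K9 peptide and 20 µM SAM. Monomethyl-H3K9 detected by AlphaScreen using anti-H3K9me1 antibody.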
BAZ2B block: BAZ2B (human) inhibition | 360,000 compounds, 4.4% hits | Potency, µM (series often up to 114 µM), without a hit: top-dose activity change, negative = inhibition, actives largely listed as inhibitors | AlphaScreen BAZ2B-H3K14Ac peptide displacement; also: potency is read from the fitted curve at half-maximal effect; % is scaled to controls: 0 for no effect and ±100 for the full control effect; nearly all actives have a fitted effect of over 60% in size
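AlphaScreen luminescence quantifies BAZ2B engagement of H3K14Ac peptide; the protein and biotinylated peptide are both at 50 nM final, buffer PBS pH 7.4 with 0.01% Tween-20, all steps at room temperature.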
JMJD2A Tudor: inhibitors of human JMJD2A Tudor domain. AlphaScreen JMJD2A-Tudor / H3K4me3 peptide binding. Potency, µM (highest dose often 114 µM), inactives show top-dose activity change, negative = inhibition, hits mostly inhibitors. O75164. 390,000 compounds, 4.4% hits. AID 504339; also: potency is read from the fitted curve at half-maximal effect; % is scaled to controls: 0 for no effect and ±100 for the full control effect; nearly all actives have a fitted effect of over 50% in size
Pin1 inh: blocks the human prolyl isomerase Pin1 | Q13526 | Pin1 FP peptide displacement, HiFluor488, 10 min | Potency, µM (highest dose often 115 µM), for the others: top-dose activity, negative = inhibition, most hits filed as inhibitors | 390,000 compounds, 0.009% hits | AID 504891; active = well fitted inhibition curve with a large enough effect in the polarisation, with a control signal flat, not every such curve was filed as active; inconclusive = small, poorly fitted or top-dose-only effect, or effect the other way, or a change in a side signal; inactive = no such curve, though single readings can be large or run the other way; the % refers to the polarisation; also: potency is read from the fitted curve at half-maximal effect; % is scaled to controls: 0 for no effect and ±100 for the full control effect
GLS inhibitor: inhibitors of human glutaminase (GLS) | 410,000 compounds, 0.21% hits | GLS enzymatic activity, qHTS titration | AID 624170 | Potency, µM (series often up to 45.5 µM), for the others: top-dose activity change, negative = inhibition, usual class: inhibitors; also: potency is read from the fitted curve at half-maximal effect; % is scaled to controls: 0 for no effect and ±100 for the full control effect
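hKGA; 45 mM KH2PO4 pH 8.2 + 0.02% Tween-20; cpd via pin tool; 1 mM Gln soln; GluOx/HRP/Amplex Red; RT 30 min; fluor. t0 & final.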
HP1b chromo inh: blocks HP1-beta chromodomain binding to methylated histone tails. AlphaScreen HP1-beta / biotin-H3K9me3 peptide binding. Potency, µM (series often up to 114 µM), for the others: at the top dose activity change, negative = inhibition, most hits filed as inhibitors. 390,000 compounds, 0.56% hits; also: potency is read from the fitted curve at half-maximal effect; nearly all actives have a fitted effect of over 70% in size; inactives centre near 23
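AlphaScreen: HP1-beta (50 nM) preformed 30 min with biotin-H3(1-18)K9me3 peptide (50 nM) in PBS pH 7.4, 0.01% Tween-20. Compound added for 30 min at RT, then streptavidin donor/nickel chelate acceptor beads (10 ug/mL) for 30 min.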
PGK inhibitor: inhibitors of T. brucei phosphoglycerate kinase; P07378; PGK/GAPDH coupled, Kinase-Glo luminescence, 60 min; Potency, µM (doses to about 57.5 µM), without a hit: at the highest dose activity change, negative = inhibition, usual class: inhibitors; 380,000 compounds, 0.043% hits; AID 602233; also: potency is read from the fitted curve at half-maximal effect; % is scaled to controls: 0 for no effect and ±100 for the full control effect; nearly all actives have a fitted effect of over 60% in size
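Luminescent ATP detection (Kinase-Glo Plus) follows a 60-minute room-temperature incubation, with wells lacking PGK as controls. Buffer: 100 mM TEA (pH 7.6), 5 mM MgCl2, 0.01% Tween-20. Coupling enzyme GAPDH (100 nM final) supplies unstable 1,3-BPG in-well.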
POLH inh: inhibitors of human DNA polymerase eta | Q9Y253 | recombinant Pol eta, fluorescent DNA replication assay | Potency, µM (series often up to 114 µM), without a hit: at the top dose activity change, negative = inhibition, actives largely listed as inhibitors | 390,000 compounds, 1.2% hits | AID 588591; also: potency is read from the fitted curve at half-maximal effect; % is scaled to controls: 0 for no effect and ±100 for the full control effect
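Pol eta at 10 nM preincubated with compounds 15 min at room temperature; reaction started with fluorescent substrate (50 nM final) and read kinetically at 0 and 10 min.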
PI4K2A inh: blocks human PI4K2A kinase activity; Q9BTU6; purified PI4K2A, ADP-Glo luminescence, 1 h; active compounds read low; AID 1346378; 420,000 compounds, 0.13% hits; activity change, negative = inhibition, % at 76.9 µM; in the data active = activity change below about -50%; inconclusive = mostly about -30% to -49%;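 also: -100% = wells without enzyme as full effect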
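ADP-Glo luminescence measured ADP generated by PI4K2A enzyme (4 ug/mL before mixing) with 1.2 mM PI substrate (pre-mix) and 300 microM ATP (pre-mix). Tris pH7.5 buffer with MgCl2, Triton X-100; 1 h reaction at ambient temperature.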
An asterisk follows results filed as active; i = inactive; ? = inconclusive; . = no result given; [ ] = dose if it differs, or a comment. Unless noted, calls follow the shape of the dose curve; as a rule, active = well fitted curve in the direction sought with a large enough effect; inconclusive = small, poorly fitted or top-dose-only effect, or another doubt; inactive = no such curve, though single readings can be large; an effect the other way counts as inactive or inconclusive. This is a subset (hit frequency here may not be typical).

Below each SMILES – G9a block	BAZ2B block	JMJD2A Tudor	Pin1 inh	GLS inhibitor	HP1b chromo inh	PGK inhibitor	POLH inh	PI4K2A inh
> CC1=C(c2ccc(C)c(C)c2)S(=O)(=O)N=C1N1CCC(C(=O)NCCc2ccc(Cl)cc2)CC1
 : 25%[59 µM]	6%	-10%	27%	-6%	66%[activator]	i	-6%	3
> CN(C)S(=O)(=O)c1cccc(NC(=S)N/N=C/c2cc(Br)ccc2O)c1
 : .	18µM*	28µM*	?	?	-19%	3%	3%	8
> CCN(CC(=O)Nc1ccc2c(c1)OCCO2)S(=O)(=O)c1ccc(C)cc1
 : 5%	5%	-15%	-2%	0%	10%	i	-14%	3
> CC(C)CC(=O)/C(=C\c1ccc(Cl)cc1Cl)n1cncn1
 : 79µM*	-4%	-18%	16%	-3%	35%	1%	-25%	-7
> O=C(NNC(=O)c1cccc([N+](=O)[O-])c1)c1ccncc1
 : -4%[0.501 µM]	3%	-11%[57.1 µM]	-11%	28%	20%	-6%	-16%	1
> N#C/C(=C(/O)CN1CCOCC1)c1nc(-c2ccccc2)cs1
 : -20%[59 µM]	?	?	19%	77%[activator]	13%	-5%	-1%	0
> CCc1noc(C)c1C(=O)OCC(=O)Nc1ccc2c(c1)OCO2
 : .	.	-17%	-10%	0%	22%	-7%	-17%	-3
> O=C(Nc1ccccc1)/C(=C/c1ccccc1)NC(=O)c1ccco1
 : 4%	2%	-4%	-2%	-3%	2%	-1%	-2%	4
> COc1ccc(C(=O)N2CCCCC2)cc1S(=O)(=O)Nc1cccc(C(=O)O)c1
 : 2%[59 µM]	-3%	-25%	0%	6%	13%	-2%	-14%	-2
> CCOC(=O)C1CCCN(C(=O)CCCOc2cc(=O)n(C)c3ccccc23)C1 (stereo not given)
 : 14%	-3%	4%	2%	16%	38%[activator]	4%	-2%	-9
> Cc1cc(=O)c(C(=O)Nc2cccc(N3CCCC3=O)c2)nn1-c1ccccc1Cl
 : ?	17%	-12%	26%	3%	25%	-6%	3%	-4
> Nc1cc(N)nc(SCC(=O)N2CCCCC2)n1
 : 19%	4%	-10%	29%	1%	20%	-9%	5%	39
> CC(CCc1ccccc1)NC(=O)C1CCN(C(=O)c2sccc2-n2cccc2)CC1 (stereo not given)
 : ?	-10%	-17%	3%	0%	22%	-6%	-16%	-5
> CC1(c2ccc(Cl)cc2Cl)NC(=O)N(CC(=O)N2CCN(C(=O)c3ccco3)CC2)C1=O (stereo not given)
 : 32%[12.7 µM]	4%	-9%	4%	2%	35%	3%	-24%	-4
> CC(=O)Nc1cc(-c2ccc(Cl)cc2)nn1-c1ccccc1
 : ?	-5%	1%	-2%	6%	31%	-1%	1%	-3
> Cc1ccc(-n2c(C)cc(C(=O)CN3CCOCC3)c2C)cc1
 : -34%	?	-35%	-3%	8%	-1%	-11%	-15%	-4
> CCOc1cc(C(=O)N2CCCN(C)CC2)cc(OCC)c1OCC
 : .	6%	-4%	-3%	-6%	13%	-2%	3%	-12
> CC(C)CC1Nc2ccc(C(=O)NCCCOC(C)C)cc2NC1=O (stereo not given)
 : -3%[59 µM]	2%	-11%	-10%	4%	29%	-8%	-23%	-4
> COc1ccccc1N1CCN(C(=O)Nc2ccc([N+](=O)[O-])cc2)CC1
 : 0%[59 µM]	-3%	-16%	2%	8%	-4%	6%	-6%	4
> COc1ccc(-c2nc3sc(CCNC(=O)C(=O)Nc4cccc(NC(C)=O)c4)c(C)n3n2)cc1
 : -2%[59 µM]	-30%	-28%	87%[activator]	2%	22%	-13%	?	0
> O=C(Nc1cccnc1)c1ccccc1-c1ccccc1
 : 20%	-21%	-5%	2%	-2%	55%[activator]	i	-4%	-1
> O=C(NCCc1csc2nc(-c3ccc(F)cc3)nn12)c1cccc(C(F)(F)F)c1
 : 46%[59 µM]	9%	-1%	7%	5%	23%[57 µM]	i	-12%	2
> COc1cccc(-c2noc(CCCC(=O)NC3CCCC3)n2)c1
 : 24%	-18%	0%	-6%	-4%	35%[activator]	-4%	-15%	3
> Cn1c(CCN2CCOCC2)nc2cc(NC(=O)COc3ccc(Cl)cc3)ccc21
 : -11%	-6%	1%	10%	1%	16%	i	10%	-8
> Cc1cccc2c1-c1sc(C(=O)Nc3cccnc3)cc1CO2
 : 11%	7%	-10%	-1%	-3%	35%	5%	?	-1
> Cc1ccc(OCC(=O)O/N=C(\N)Cc2cccs2)cc1C
 : .	.	112%[activator]	-14%	8%	297%[activator]	6%	-10%	-6
> COc1ccc(OCc2cc(=O)[nH]c3ccccc23)cc1
 : 18%[59 µM]	7%[0.457 µM]	-4%	1%	-17%	17%	1%	-16%	-1
> CNc1nc2c3ccccc3n(C(C)=O)c2s1
 : ?	-3%	-13%	1%	21%	-6%	5%	-16%	20
> CS(=O)(=O)c1ccccc1C(=O)Nc1ccc(S(=O)(=O)N2CCCC2)cc1
 : .	.	-10%	-3%	-4%	21%[57 µM]	7%	-17%	-3
> c1ccc(Cn2c(CN3CCCC3)nc3ccccc32)cc1
 : -2%	-27%[57.1 µM]	-33%	4%	-7%	35%	8%	-9%	0
> O=C(CN1CCCC1)Nc1ccc(-c2nc3cc(NC(=O)CN4CCCC4)ccc3o2)cc1
 : -15%[59 µM]	2%	-22%	-3%	17%	19%	0%	-12%	2
> CCOC(=O)c1sc(NC(=O)C2CC(=O)N(c3ccc(OCC)cc3)C2)nc1C (stereo not given)
 : ?	-13%	-22%	-3%	4%	3%	2%	1%	1
> CC(Sc1nc2ccccc2s1)C(=O)NCc1ccc2c(c1)OCO2 (stereo not given)
 : ?	-2%	-4%	-6%	3%	20%	-6%	-5%	3
> N#C/C(=C\c1cn(CCOc2ccccc2)c2ccccc12)C(=O)NCc1ccco1
 : 8%	-16%	-16%	45%[activator]	-3%	31%	-4%	-8%	2
> COc1ccccc1OCC(=O)Nc1nc2c(s1)CCCC2
 : .	?	12%	6%	4%	49%[activator]	-8%	0%	1
> CC(C)c1ccc(N2CC(C)(C)C2=O)cc1
 : 37%	9%	-5%[11.4 µM]	-2%	2%	42%[activator]	2%	?	1
> CC(OC(=O)C1CSC2(C)CCC(=O)N12)C(=O)Nc1ccc(F)cc1 (stereo not given)
 : -20%[59 µM]	7%	-12%	-12%	1%	57%[activator]	-3%	-9%	0
> O=C(Nc1cccc(S(=O)(=O)N2CCOCC2)c1)[C@@H]1CCCN1S(=O)(=O)c1ccc(Cl)cc1
 : -9%[59 µM]	-34%	-18%	11%	0%	9%	i	-15%	-2
> CCn1cc(C(=O)Nc2ccc(C)c([N+](=O)[O-])c2)cn1
 : 15%[59 µM]	-7%	-16%	2%	13%	4%	i	-4%	-2
> Fc1ccccc1-n1ncc2c1ncn1nc(-c3ccccc3Cl)nc21
 : 3%[59 µM]	1%	-14%	1%	3%	7%	.	.	0
> CC(C)=NNc1nc(-c2ccccc2)c(C)s1
 : 32µM*	.	-35%	3%	-5%	?	4%	-4%	-2
> CCNc1nc(SCC(=O)Nc2ccc(Cl)c(Cl)c2)nc(N2CCOCC2)n1
 : -10%[59 µM]	6%	-15%	1%	8%	-14%	4%	-20%	1
> COc1ccc(OC)c(N2C(=O)CC(C(C)c3ccccc3)C2=O)c1 (stereo not given)
 : -26%	-5%	-11%	-6%	1%	39%	-2%	-9%	4
> C[C@H](CO)N1C[C@H](C)[C@@H](CN(C)S(=O)(=O)c2cccs2)Oc2c(NC(=O)CCC(F)(F)F)cccc2C1=O
 : .	.	-4%	4%	-3%	36%	-10%	-2%	-1
> Cc1cc(C)cc(NCC(=O)Nc2c(C)cccc2C)c1
 : -10%[59 µM]	0%	-21%	-3%	12%	10%	i	-20%	-6
> CC(/C=C/c1ccccc1)=N\NC(=S)NC(C)C
 : 50µM*	?	45µM*	-6%	-17%	?	i	-11%	0
> CCN(CC)S(=O)(=O)c1cccc(-c2n[nH]c(=S)n2/N=C/c2ccc(Br)cc2)c1
 : ?	1%	?	3%	-16%	1%	-2%	-9%	2
> COc1ccc(OC)c(CCNC(=O)CS(=O)(=O)Cc2nc(-c3ccccc3C)oc2C)c1
 : 28%[0.0925 µM]	-11%	?	-3%	-17%	-15%	i	-17%	6
> CCc1nc(C)cc(N)c1OCc1ccccc1
 : 7%[2.33 µM]	-26%	-12%	-3%	6%	23%	i	-11%	-4
> Cc1noc(C)c1CSc1nc2ccccc2n1C
 : -12%	5%	-9%	5%	-3%	17%	i	-15%	-4
> O=C(c1oc2ccccc2c1CSCc1ccccc1)N1CCN(c2ncccn2)CC1
 : -10%[2.33 µM]	-16%	-16%	?	17%	27%	-4%	5%	-3
> CC1CN(C(=O)C(c2ccccc2)c2ccccc2)CC(C)O1 (stereo not given)
 : 15%	-5%	17%	0%	.	31%	9%	-4%	0
> CC(C)(C)NCC(=O)N/N=C/c1ccc(OCc2ccccc2)cc1
 : .	-7%	-1%	0%	-11%	13%	3%	-21%	3
> S=C(NCCN1CCOCC1)C(=S)NCCN1CCOCC1
 : .	.	?	-3%	9%	4%[57 µM]	-9%	-13%	-4
